Screening results from PubChem.
TEAD-YAP block – TEAD-YAP interaction inhibition; HEK-TIYL cells, TEAD-Gal4/YAP UAS-luciferase luminescence; inhibition, % at 9.12 µM; 640,000 tested, 1.4% active; AID 1259422; in the data active = inhibition above about 32%;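 note: 0% = median of test compound wells and 100% = reference inhibitor wells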
MITF primary – inhibitors of human MITF; O75030; AlphaScreen MITF homodimerization, bead proximity signal; inhibition, % at 2.6 µM; 650,000 tested, 0.91% active; AID 1259374; in the data active = inhibition above about 50%;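 note: 0% = vehicle wells with protein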
Target sequence (O75030 whole entry, looked up): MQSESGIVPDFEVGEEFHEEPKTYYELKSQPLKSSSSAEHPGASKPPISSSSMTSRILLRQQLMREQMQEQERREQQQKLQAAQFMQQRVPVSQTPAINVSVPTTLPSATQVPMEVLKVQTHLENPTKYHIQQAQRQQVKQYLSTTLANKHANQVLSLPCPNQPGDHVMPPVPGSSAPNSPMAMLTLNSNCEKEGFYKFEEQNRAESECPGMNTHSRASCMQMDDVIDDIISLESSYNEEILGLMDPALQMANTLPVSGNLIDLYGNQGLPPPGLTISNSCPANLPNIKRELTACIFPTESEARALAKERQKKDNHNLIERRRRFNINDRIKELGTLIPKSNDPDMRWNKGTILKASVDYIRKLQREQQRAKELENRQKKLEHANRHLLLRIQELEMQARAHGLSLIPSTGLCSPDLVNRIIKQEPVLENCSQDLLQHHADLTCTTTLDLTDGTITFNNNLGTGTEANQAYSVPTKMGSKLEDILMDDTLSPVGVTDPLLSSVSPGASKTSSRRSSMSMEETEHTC
FBW7 activator – activators of human E3 ligase FBW7; Q969H0; AlphaScreen FBW7–phospho-cyclin E peptide binding, activator screen; normalized activity (activation), % at 26.1 µM; 650,000 tested, 0.13% active; in the data active = normalized activity above about 1.9%;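 note: purified mutant Fbw7 with reduced substrate affinity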
GPR151 activ – human GPR151 activation. PathHunter beta-arrestin GPR151 cells, luminescence. activation, % at 11.2 µM. 650,000 tested, 1% active. AID 1508602; in the data active = activation above about 4.9%;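 note: 0% = median of compound wells and 100% = cells with positive control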
Target sequence (Q8TDV0 whole entry, looked up): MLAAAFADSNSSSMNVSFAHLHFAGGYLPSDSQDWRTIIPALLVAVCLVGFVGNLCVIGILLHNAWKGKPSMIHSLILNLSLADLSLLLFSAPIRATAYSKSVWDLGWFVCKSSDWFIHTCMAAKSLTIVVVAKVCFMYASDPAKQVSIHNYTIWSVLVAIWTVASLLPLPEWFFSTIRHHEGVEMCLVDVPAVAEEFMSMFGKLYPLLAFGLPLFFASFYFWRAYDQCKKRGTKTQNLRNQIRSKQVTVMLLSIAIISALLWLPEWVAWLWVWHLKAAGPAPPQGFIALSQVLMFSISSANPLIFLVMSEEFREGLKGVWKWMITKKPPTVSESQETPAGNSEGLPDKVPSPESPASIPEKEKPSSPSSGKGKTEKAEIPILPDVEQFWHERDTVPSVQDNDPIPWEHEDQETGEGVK
* hit, by the source's call; x = not tested or not shown. Hits appear at their usual frequency. About 3.4% of those tested had a hit in this group.

No.	Structure	TEAD-YAP block	MITF primary
1	COCc1nnc(NC(=O)c2ccc(Cl)c([N+](=O)[O-])c2)s1	7	-3
2	CCOC(=O)C(C)Oc1ccc2c(=O)c(Oc3ccc(-c4ccccc4)cc3)c(C(F)(F)F)oc2c1 (configuration not stated)	4	-3
3	Cc1c(C#N)c(N)nc2c3c(sc12)NC(=O)CC3c1ccccc1Cl (configuration not stated)	-12	1
4	CCOc1ccc2nc(SCc3ccccn3)sc2c1	-60	5
5	C#CCCCO/N=C1\C[C@@H](O)[C@@H](O)[C@@H]2[C@@H]3C(=O)N(c4cccc(Oc5ccccc5)c4)C(=O)[C@@H]3CC[C@@H]12	x	-6
6	CCCCc1ccc(C(=O)N/C(=C\c2ccc(C)cc2)C(=O)Nc2cc(Cl)ccc2Cl)cc1	8	21
7	CCOC(=O)N1CCc2c(sc(NCc3ccccc3OCC)c2C(=O)Nc2ccccc2OCC)C1	5	15
8	CC12CC(O)C3c4ccc(O)cc4CCC3C1CCC2=O (configuration not stated)	12	4
9	CCOC(=O)C1CCCN(C(=O)c2sc3ncnc(N(CC)CC)c3c2C)C1 (configuration not stated)	-8	25
10	CN(C)CC(C)(C)CNS(=O)(=O)c1ccc(Cl)c(Cl)c1	0	3
11	O=C(Nc1c2c(nn1-c1ccc(Cl)cc1)CSC2)c1ccc(S(=O)(=O)N2CCOCC2)cc1	-2	-1
12	Cc1cccc(-n2c(-c3ccc(Cl)cc3)cn3c4c(=O)n(C)c(=O)n(C)c4nc23)c1	-5	-2

No.	FBW7 activator	GPR151 activ
1	0.0	0.7
2	-0.2	-0.8
3	0.0	0.8
4	0.0	1.4
5	0.8	-1.2
6	0.0	-1.1
7	-0.3	2.1
8	-0.1	-0.1
9	0.4	-1.3
10	0.1	1.0
11	-0.1	-1.4
12	-0.1	0.1

The results go on:
No.	Structure	TEAD-YAP block	MITF primary
13	CC(=O)c1cccc(N2C(=O)C3C4c5ccccc5C([N+](=O)[O-])(c5ccccc54)C3C2=O)c1 (configuration not stated)	0	2
14	CCN1CCN(c2cc(C)c3cc(NC(=O)/C=C/c4cccnc4)ccc3n2)CC1	-5	-6
15	O=C(Nc1ccccc1C(F)(F)F)N[C@H]1C[C@H]2C(=O)N[C@@H](CO)C(=O)N2C1	6	-1
16	CCOC(=O)/C(=N\NC(=O)c1ccccc1)c1ccccc1	-22	-13
17	Cn1c(=O)c2c(-c3ccccc3)n(/N=C/c3cccc([N+](=O)[O-])c3)cc2n(C)c1=O	-1	1
18	CC(Oc1ccccc1)C(=O)Nc1c2c(nn1-c1cccc(Cl)c1)CSC2 (configuration not stated)	-5	-8
19	O=C(NNc1ncc([N+](=O)[O-])cc1[N+](=O)[O-])c1ccncc1	7	7
20	O=C(NCC(=O)N1CCOCCOCCN(C(=O)CNC(=O)OCc2ccccc2)CCOCCOCC1)OCc1ccccc1	10	11
21	CCOc1ccc(NC(=O)C(=O)NCCN2CCOCC2)cc1	5	-10
22	Cc1ccc(S(=O)(=O)Nc2cccc(C(=O)O)c2)cc1	9	10
23	NC(=O)C1(N2CCCCC2)CCN(S(=O)(=O)c2ccc(OC(F)(F)F)cc2)CC1	-1	-4
24	Cc1ccc(S(=O)(=O)NC(=O)N2CCc3ccccc32)cc1	8	6

No.	FBW7 activator	GPR151 activ
13	-0.1	0.9
14	-0.5	0.3
15	0.4	0.2
16	-0.1	1.4
17	0.0	-0.3
18	0.0	3.4
19	-0.3	-1.8
20	0.0	0.7
21	-0.1	2.1
22	0.0	-2.2
23	-0.1	-0.2
24	-0.1	1.0

The list goes on:
No.	Structure	TEAD-YAP block	MITF primary
25	Cc1ccc(C)c(NC(=S)NC2CC(C)(C)NC(C)(C)C2)c1	-8	-13
26	CC1CN(C(=O)CC2(c3ccccc3)CC(=O)N(CCc3ccccn3)C2=O)CCN1C (configuration not stated)	4	16
27	COc1ccc(C(=O)Cn2c3ccccc3n3nc(-c4ccco4)nc23)cc1	4	10
28	Cc1cccc(C2C(C#N)=C(N)N(N(C)C)C3=C2C(=O)CCC3)c1 (configuration not stated)	-4	-2
29	COc1cccc(C(=O)NNC(=O)c2ccccc2O)c1	-42	9
30	Cc1cc(C(=O)NC(CC(C)C)C(=O)O)cc(C)c1[N+](=O)[O-] (configuration not stated)	-5	-21
31	CC(C)N(CCNc1nc(Nc2nc3ccccc3n2C)nc2c1ncn2CCN1CCCC1=O)C(C)C	-8	-11
32	N#CC1c2ccccc2C=CN1C(=O)C1=CCCCC1 (configuration not stated)	1	-3
33	CN1CCC(=NNC(=O)CCSc2ccccc2)CC1	-1	8
34	CCn1c2ccccc2c2cc(/C=N/NC(=O)c3cnccn3)ccc21	-13	-2
35	CCOC(=O)CSc1nc2c(sc(=S)n2-c2c(C)cccc2C)c(=O)n1CCc1ccccc1	1	11
36	COc1cc([N+](=O)[O-])ccc1-c1ccc(C=Nc2c(C)n(C)n(-c3ccccc3)c2=O)o1	2	1

No.	FBW7 activator	GPR151 activ
25	0.0	0.7
26	0.1	1.0
27	0.1	1.5
28	-0.3	-1.0
29	-0.1	0.1
30	-0.1	0.4
31	-0.1	0.1
32	-0.2	-2.0
33	0.1	2.2
34	-0.1	-0.3
35	0.0	-1.5
36	-0.2	1.1

Remaining list, next part.
No.	Structure	TEAD-YAP block	MITF primary
37	CC1(C)CCC2(C)CC=C3[C@]4(C)CCC5C(C)(C)CCC[C@]5(C)C4CC[C@@]3(C)C2C1 (some centres not stated)	14	-14
38	O=C(N/N=C/c1cccc([N+](=O)[O-])c1)C1CC1C(=O)N/N=C/c1cccc([N+](=O)[O-])c1 (configuration not stated)	3	13
39	O=C(NN=C1c2ccccc2-c2ccccc21)c1ccc(O)cc1O	7	-14
40	Cc1nnc(NC(=O)CSc2cn(Cc3ccc(F)cc3)c3ccccc23)s1	-7	2
41	CCOC(=O)C1=C(C)NC(N)=C(C#N)C1c1ccncc1 (configuration not stated)	7	1
42	O=C(CC1SC(=Nc2ccc(O)cc2)NC1=O)c1ccc(F)cc1 (configuration not stated)	4	2
43	Cc1cccc(NS(=O)(=O)c2ccc(F)c(Cl)c2)c1	12	9
44	CCN(CC)S(=O)(=O)c1ccc(N2CCCCC2)c(NC(=O)c2ccc(C#N)cc2)c1	-3	13
45	CCOc1ccc(NC2=C(N3CCOCC3)C(=O)c3ccccc3C2=O)cc1	-25	54*
46	O=CN1CCN(c2ccc(S(=O)(=O)N3CCOCC3)cn2)CC1	7	10
47	O=C1CSC(=Nc2cccc3ccccc23)N1	-7	-4
48	COC(=O)CN1C(c2ccccc2O)Nc2ccc(Br)cc2C1c1ccccc1 (configuration not stated)	3	5

No.	FBW7 activator	GPR151 activ
37	0.1	0.3
38	0.8	0.3
39	-0.1	0.4
40	-0.3	0.7
41	0.1	0.3
42	0.1	0.6
43	0.2	-1.3
44	0.2	2.0
45	-0.2	0.7
46	-0.1	1.5
47	-0.2	-1.1
48	-0.1	0.3

The results go on:
No.	Structure	TEAD-YAP block	MITF primary
49	COc1ccc(-c2c(C#N)c(SCC(=O)Nc3ccc(Cl)cc3)nc(C)c2C(=O)Nc2ccccc2)cc1	8	8
50	O=C(c1ccc(OCc2ccccc2)cc1)N1CCN(c2ccc([N+](=O)[O-])cc2)CC1	-14	-4
51	N#CC1=C(N)Oc2n[nH]c(-c3ccc4ccccc4c3)c2C1c1ccc(O)c(O)c1 (configuration not stated)	4	-11
52	FC(F)(F)c1ccc(Cn2cnc3c(NCc4ccccc4)nc(NCCN4CCOCC4)nc32)cc1	4	6
53	COc1ccc(Cl)cc1NC(=O)CN(c1ccccc1)S(=O)(=O)N(C)C	3	0
54	Cc1ccccc1Cn1c(NCc2ccco2)nc2c1c(=O)n(C)c(=O)n2C	1	5
55	CN(C(=O)C1CCOCC1)C(Cc1ccccc1)C1CCN(C(=O)c2cccs2)CC1 (configuration not stated)	-8	-5
56	CCCNc1nc(Cl)nc2c1ncn2-c1ccsc1	4	-3
57	Cc1nc2nc(SCC(=O)NC(C)(C)C)nn2c(C)c1Cc1ccc(Cl)cc1	5	9
58	CC/C(C)=C1/SC(N2CCCCC2)=NC1=O	-49	10
59	COc1ccc(-c2cc(C(F)(F)F)n3nc(C(=O)Nc4ccc(C)cc4)cc3n2)cc1	3	5
60	CCOc1ccc(/C=N/N=C(N)N)cc1OC	3	0

No.	FBW7 activator	GPR151 activ
49	0.3	-0.5
50	-0.2	0.0
51	-0.5	0.8
52	-0.1	-0.3
53	-0.1	-0.2
54	0.0	0.6
55	-0.1	-1.0
56	0.1	1.2
57	0.1	-0.6
58	0.2	0.4
59	-0.1	0.4
60	-0.2	1.0

Two compounds drawn at random from those above, as already listed:
No.	Structure	TEAD-YAP block	MITF primary
55	CN(C(=O)C1CCOCC1)C(Cc1ccccc1)C1CCN(C(=O)c2cccs2)CC1 (configuration not stated)	-8	-5
59	COc1ccc(-c2cc(C(F)(F)F)n3nc(C(=O)Nc4ccc(C)cc4)cc3n2)cc1	3	5

No.	FBW7 activator	GPR151 activ
55	-0.1	-1.0
59	-0.1	0.4

The results go on.
No.	Structure	TEAD-YAP block	MITF primary
61	Cc1cc([N+](=O)[O-])cc2c1NC(=O)C2(O)N1CCCCCC1 (configuration not stated)	5	14
62	C/C(=C\c1ccco1)CN1CCN(Cc2ccsc2)C(CCO)C1 (configuration not stated)	-8	3
63	COc1ccc(C(C)=O)cc1CSc1nnc(C(O)c2ccccc2)n1-c1ccccc1 (configuration not stated)	8	17
64	Cc1nnc(SCCC(=O)Nc2ccccc2Br)s1	0	15
65	COc1ccc(NC(=O)COc2ccccc2Br)c([N+](=O)[O-])c1	-7	21
66	CCOc1ccc(N(CC(=O)NC2CCCCC2O)S(C)(=O)=O)cc1 (configuration not stated)	-8	0
67	CCCOc1ccccc1NC(=O)c1ccc([N+](=O)[O-])cc1	5	4
68	O=C(CCC(=O)N(CC(=O)NC1CCCC1)c1ccc2c(c1)OCO2)Nc1nccs1	1	5
69	CC(C)OCCCNC(=S)Nc1ccccc1	4	17
70	Cc1c(Br)c([N+](=O)[O-])nn1CC(=O)N1CCOCC1	2	-2
71	Cc1cccc(NC(=O)CC[C@H]2CN(Cc3ccccc3)CC[C@H]2N2CCN(C)CC2)c1	-5	-4
72	CCOCCSC1=C(C#N)C(c2ccccc2)C(C(C)=O)=C(C)N1 (configuration not stated)	-9	6

No.	FBW7 activator	GPR151 activ
61	0.0	-0.6
62	-0.1	0.2
63	0.1	1.1
64	0.1	0.5
65	0.5	-1.5
66	-0.1	0.2
67	0.0	1.1
68	0.1	-1.5
69	1.5	-0.2
70	0.2	0.2
71	0.0	-1.8
72	0.7	-1.7

Complete entries, looked up by structure. Order of screens: TEAD-YAP block	MITF primary	FBW7 activator	GPR151 activ
Cc1nnc(SCCC(=O)Nc2ccccc2Br)s1 is listed as 0	15	0.1	0.5
C/C(=C\c1ccco1)CN1CCN(Cc2ccsc2)C(CCO)C1 (configuration not stated) is listed as -8	3	-0.1	0.2
CC(C)OCCCNC(=S)Nc1ccccc1 is listed as 4	17	1.5	-0.2
CCOc1ccc(N(CC(=O)NC2CCCCC2O)S(C)(=O)=O)cc1 (configuration not stated) is listed as -8	0	-0.1	0.2
CCCOc1ccccc1NC(=O)c1ccc([N+](=O)[O-])cc1 is listed as 5	4	0.0	1.1

(list continues)
No.	Structure	TEAD-YAP block	MITF primary
73	O=c1[nH]c(CSc2ccccn2)nc2c1oc1ccccc12	-29	12
74	Cc1cccc(C)c1-n1nnnc1SCC(=O)NCc1cccs1	-1	10
75	N#CC(/C(=N\S(=O)(=O)c1cccs1)c1ccccc1)c1nc2ccccc2c(=O)[nH]1 (configuration not stated)	-5	7
76	CCCOC(=O)C(C)Oc1ccc2c(=O)c(-c3ccc(OC)c(OC)c3)c(C(F)(F)F)oc2c1 (configuration not stated)	1	4
77	C=CCc1cccc(/C=N/NC(=O)COc2ccccc2OC)c1O	0	9
78	Cc1cc(C)n(-c2ccccc2Cl)c(=O)c1C(=O)O	-14	12
79	COc1cccc(-n2cnc3scc(-c4ccc(OC)c(OC)c4)c3c2=O)c1	8	0

No.	FBW7 activator	GPR151 activ
73	-0.2	0.3
74	0.1	-0.6
75	0.0	-1.4
76	0.2	1.0
77	0.0	-0.1
78	0.4	0.8
79	0.5	-0.6
